Source: PubChem BioAssay
p53null 39C tox – p53 null cell cytotoxicity, nonpermissive temperature; hit rate 0.97% among 55,000; Potency, µM (titrated, usually from 46.1 µM), for inactives: at the highest dose activity, negative = cell killing, most hits filed as cytotoxic; H1299 p53-null (neo) cells, 39C, ATPlite viability, 24 h; AID 904;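 also: 0% = DMSO only and -100% = full killing by 100 µM tamoxifen; nearly all actives have a fitted effect of over 50% in size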
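Temperature-shift cytotoxicity format: compound titrations on p53-null or A138V-expressing H1299 cells held 24 hr at 39C, cell ATP then measured, AC50 from Hill model.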
p53null 32C kill – kills p53 null cells at the permissive temperature; Potency, µM (series often up to 46.1 µM), for the others: top-dose activity change, negative = cytotoxicity, usual class: cytotoxic; H1299-neo p53 null cells, ATP luminescence, 24 h, 32C; hit rate 0.62% among 55,000;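 also: 0% = DMSO only and -100% = full killing by 100 µM tamoxifen; nearly all actives have a fitted effect of over 55% in size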
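H1299-neo, 600 cells/well; overnight 37C; cpd up to 46 uM, 24 h at 32C; ATPlite luminescence after 20 min RT; normalized to DMSO (0%) and tamoxifen 100 uM (100% kill); Hill-fit AC50.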
An asterisk follows results filed as active; ? = inconclusive; . = no result given; [ ] = dose if it differs, or a comment. Calls follow the shape of the dose curve; as a rule, active = well fitted cell-killing curve with a large enough effect; inconclusive = small, poorly fitted or top-dose-only effect; inactive = no such curve, though single readings can be large or run the other way. Potency is read from the fitted curve at half-maximal effect. Only part of the results is shown; the hit share may differ from the screen's.

SMILES	p53null 39C tox	p53null 32C kill
Cc1nn(CCCC(=O)Nc2cc(Oc3ccccc3)cc([N+](=O)[O-])c2)c(C)c1[N+](=O)[O-]	6.5%	.
CCC1(C)NC(=O)N(CC(=O)N2N=C(c3ccccc3)CC2c2ccc(OC)cc2)C1=O (stereo not given)	0.8%	.
CCOC(=O)c1c(C)[nH]c(C)c1C(=O)COC(=O)c1cc2ccccc2cc1O	1.7%	.
COc1ccc(C(C)(C)C)cc1NC(=S)NCCN1CCOCC1	28.8%[1.84 µM]	.
COc1ccc(Cl)cc1NC(=O)C(C)N(C)Cc1ccc(C(F)(F)F)cc1 (stereo not given)	7.0%[1.84 µM]	.
CCNc1nc(CSc2ccccc2)nc2sc(C)c(C)c12	10.5%	.
COc1ccccc1OCCOC(=O)Nc1ccccc1	13.5%	.
COc1cc(NS(=O)(=O)c2ccc(N/C=C(\C=O)c3nc4ccccc4o3)cc2)nc(OC)n1	-3.5%[1.84 µM]	.
NC(=O)COC(=O)CN1C(=O)C2CCCCC2C1=O (stereo not given)	8.3%	.
CCC(=O)c1ccc(OCC(O)CNC(C)c2ccccc2)cc1 (stereo not given)	2.6%[1.84 µM]	.

Single records, from the list above.
Listed for `CCNc1nc(CSc2ccccc2)nc2sc(C)c(C)c12` : p53null 39C tox = 10.5%; p53null 32C kill = .
Listed for `COc1cc(NS(=O)(=O)c2ccc(N/C=C(\C=O)c3nc4ccccc4o3)cc2)nc(OC)n1` : p53null 39C tox = -3.5%[1.84 µM]; p53null 32C kill = .

Other results follow:
SMILES	p53null 39C tox	p53null 32C kill
CC(=O)c1c(C)[nH]c(C(=O)OCC(=O)Nc2cc(Cl)ccc2[N+](=O)[O-])c1C	15.7%	.
Cc1ccc(NC(=O)/C=C/c2cccc(C(F)(F)F)c2)cc1	7.5%	.
CN(CC(=O)Nc1ccccc1Cl)C(=O)CSc1nc2ccccc2s1	3.3%[1.84 µM]	.
O=S(=O)(Nc1ccc(O)c(Sc2nc3ccccc3s2)c1)c1cccc2ccccc12	14.4%[1.84 µM]	.
Cn1c(=O)c2c(ncn2CC(=O)N/N=C/C=C/c2ccccc2)n(C)c1=O	-1.7%[1.84 µM]	.
Cc1ccc(S(=O)(=O)C2C(=O)N(C)C3(C)CC2c2ccccc2O3)cc1C (stereo not given)	12.2%	.
CCOc1ccc(Nc2n[nH]c(=S)s2)cc1	-28.1%	.
Cc1c(Cl)cnc(NC(=O)COC(=O)CCC(=O)c2cccs2)c1Cl	2.0%[1.84 µM]	.
C=CCn1c(O)c(N=NC(=O)c2ccccc2NS(=O)(=O)c2cccs2)c2ccccc21	37.4%[activator]	.
Cc1ccc(S(=O)(=O)CCC(=O)OCC(=O)c2c(C)[nH]c3ccccc23)cc1	13.7%[1.84 µM]	.

Exported as labelled records: part of the list above.
COc1ccc(C(C)(C)C)cc1NC(=S)NCCN1CCOCC1
  p53null 39C tox: 28.8%[1.84 µM]	p53null 32C kill: .

COc1cc(NS(=O)(=O)c2ccc(N/C=C(\C=O)c3nc4ccccc4o3)cc2)nc(OC)n1
  p53null 39C tox: -3.5%[1.84 µM]	p53null 32C kill: .

NC(=O)COC(=O)CN1C(=O)C2CCCCC2C1=O (stereo not given)
  p53null 39C tox: 8.3%	p53null 32C kill: .

Continued:
SMILES	p53null 39C tox	p53null 32C kill
COc1ccc(Nc2ccc(Nc3ccc(OC)cc3)nn2)cc1	13.7%	.
O=C(CCN1C(=O)c2ccccc2C1=O)Nc1ccc(-c2nc3ccccc3s2)cc1	16.7%[1.84 µM]	.
COc1cc(NC(=S)NCCc2c[nH]c3ccccc23)c(OC)cc1Cl	-2.4%	.
Cc1ccc(C)c(-n2cc[nH]c2=S)c1	16.1%	.
Cc1ccccc1NC(=O)/C(C#N)=C/c1ccsc1	-9.8%[1.84 µM]	.
C=CCNC(=S)N1CCN(c2ccc([N+](=O)[O-])cc2)CC1	1.0%	.
CCOC(=O)c1sc(NC(=S)NC(=O)C2CC2)cc1C	-16.2%[1.84 µM]	.
Nc1c(-c2ccccc2)c(CSc2nc3ccccc3[nH]2)nn1-c1ccc(C(=O)O)cc1	15.1%[1.84 µM]	.
CCCCNC(=S)Nc1cccc2cnccc12	10.5%	.
CCOC(=O)C1=C(C)NC(=S)N(C(C)=O)C1c1ccccc1 (stereo not given)	-16.1%	4.9%

Shown with two lines to a compound: entries from further up.
The line under a structure holds: p53null 39C tox, p53null 32C kill
- C=CCNC(=S)N1CCN(c2ccc([N+](=O)[O-])cc2)CC1
    1.0%, .
- CCOC(=O)c1sc(NC(=S)NC(=O)C2CC2)cc1C
    -16.2%[1.84 µM], .
- Nc1c(-c2ccccc2)c(CSc2nc3ccccc3[nH]2)nn1-c1ccc(C(=O)O)cc1
    15.1%[1.84 µM], .
- CCCCNC(=S)Nc1cccc2cnccc12
    10.5%, .
- CCOC(=O)C1=C(C)NC(=S)N(C(C)=O)C1c1ccccc1 (stereo not given)
    -16.1%, 4.9%

Other entries:
SMILES	p53null 39C tox	p53null 32C kill
CN(c1ccccc1C(=O)Nc1ccc2c(c1)OCCO2)S(C)(=O)=O	-9.3%	-7.4%
O=C(CSc1nnc(Cn2nnc3ccccc32)o1)Nc1ccc(Cl)cc1	-13.3%	-1.0%
CC(C)NC(=O)c1cnn2c1NC(c1cccs1)CC2C(F)(F)F (stereo not given)	15.5%	0.5%
O=C(COC(=O)CCc1ccc(S(=O)(=O)N2CCOCC2)cc1)NC1CCCC1	-13.8%	-1.4%
Cc1cccc(-c2nc3ccccc3c(=O)n2NC(=O)c2ccc([N+](=O)[O-])c(C)c2)c1	13.1%	-5.3%
O=C(NC(=O)N1CCN(c2ccccc2)CC1)c1ccc(Cl)cc1	-10.5%	4.6%
CC(=O)N1N=C(c2ccncc2)OC12CCCCCC2	14.2%	-1.9%
O=C(c1ccccc1NS(=O)(=O)c1ccc2c(c1)OCCO2)N1CCOCC1	-6.3%	7.0%
COc1cccc(C2CC(c3c(F)cccc3Cl)n3nc(N)nc3N2)c1 (stereo not given)	3.2%	5.4%
CC(=O)Nc1cnc(NC(=O)c2cccc(F)c2)cc1C	-22.2%	-23.2%
Cc1cc(C)cc(CC2CC(=O)N(c3cc(C)on3)C2=O)c1 (stereo not given)	-9.2%	-3.4%
CN(CC(=O)Nc1sccc1C#N)C1CCCCC1	22.5%	-3.1%
CN1CCc2c(n(CC(O)CN3C(=O)c4ccccc4S3(=O)=O)c3ccccc23)C1=O (stereo not given)	-1.0%	8.8%
Cc1c(N)cccc1-c1nc2ccccc2[nH]1	-14.5%	-7.6%
CC(Oc1ccc(-c2ccccc2)c(F)c1)c1ccn(S(=O)(=O)c2ccc(F)cc2)n1 (stereo not given)	-12.3%	-7.6%
O=S(=O)(c1ccc2oc3ccccc3c2c1)N1CCCC1	-15.0%	1.3%
O=C(CSc1oc(-c2ccccc2)nc1S(=O)(=O)c1ccc(F)cc1)NCC1CCCO1 (stereo not given)	23.7%	-3.5%
CC(Cn1cnc2ccccc21)C(=O)O (stereo not given)	-5.8%	4.7%
CCOC(=O)/C=C1\SCC(=O)N1Cc1ccc(Br)cc1	-3.4%	2.3%
Nn1c(SCC(=O)Nc2ccc(Oc3ccccc3)cc2)nnc1C1CC1	-1.1%	-18.9%
Cc1ccc(-c2nnn(CCC(=O)NC(C)(C)C)n2)cc1	2.0%	10.2%
CC1CCN(c2nc3nonc3nc2N2CCC(C)CC2)CC1	-7.0%	-2.8%
COc1cc(CCC(=O)Oc2ccc(C(C)=O)cc2)cc(OC)c1OC	3.9%	-1.0%
COc1cc(NC(=O)CN2C(=O)C(c3ccccc3)=NC23CCCCCC3)cc(OC)c1	8.0%	18.6%
COc1ccc(/C=N/NC(=S)Nc2cccc(C(=O)O)c2)cc1OC	-20.4%	?
CCn1c(=O)c(C(=O)Nc2ccccc2C)c(O)c2ccccc21	2.4%	2.1%
COc1ccc(C(c2sc3ncnn3c2O)N2CC(C)OC(C)C2)cc1OC (stereo not given)	9.3%	-11.5%
COC(=O)c1cccc(-n2cnnn2)c1	26.4%	8.8%
Cc1ccccc1CN1CCN(S(C)(=O)=O)CC1	1.9%	-4.6%
CC(/C=N/NC(=O)c1cc(-c2ccc(C)s2)[nH]n1)=C\c1ccccc1	-10.4%[1.84 µM]	4.4%
CCCn1c(SCC(=O)Nc2ccc(OCC)cc2)nnc1C(C)C	7.3%	2.4%
CC(C)C(=O)c1cn(CC(=O)NCc2ccco2)c2ccccc12	-3.6%	-6.0%
Cc1ccc2nsnc2c1S(=O)(=O)NC1CC1	-10.6%	-5.0%
CCOC(=O)c1c(NC(=O)CSc2nnc(C)s2)sc2c1CCC(C)C2 (stereo not given)	-0.5%	-9.7%
Cc1cc(C)c(-c2c(O)c3cccc4c3n(c2=O)CCC4)c(C)c1	-3.5%	2.8%
CC(Sc1ccc(Cl)cc1)C(=O)Nc1ccc2c(c1)OCO2 (stereo not given)	0.7%	7.5%
O=C(Cn1cnc2c(nnn2Cc2ccc(Cl)cc2)c1=O)OCc1ccccc1	-8.9%	-2.6%
COc1cc2cnncc2cc1OC	-1.5%	-3.1%
CCCCC(C(=O)OCC(=O)c1ccc(OC)cc1)N1C(=O)c2ccccc2C1=O (stereo not given)	-7.2%	-9.5%
Clc1ccc(C(c2nnnn2C2CCCCC2)N(Cc2cccnc2)Cc2ccco2)cc1 (stereo not given)	7.9%	-4.8%

7 of the compounds above, with values under each structure.
Screens in order – p53null 39C tox | p53null 32C kill
Cc1ccc2nsnc2c1S(=O)(=O)NC1CC1
  -10.6% | -5.0%
CCOC(=O)c1c(NC(=O)CSc2nnc(C)s2)sc2c1CCC(C)C2 (stereo not given)
  -0.5% | -9.7%
Cc1cc(C)c(-c2c(O)c3cccc4c3n(c2=O)CCC4)c(C)c1
  -3.5% | 2.8%
CC(Sc1ccc(Cl)cc1)C(=O)Nc1ccc2c(c1)OCO2 (stereo not given)
  0.7% | 7.5%
O=C(Cn1cnc2c(nnn2Cc2ccc(Cl)cc2)c1=O)OCc1ccccc1
  -8.9% | -2.6%
COc1cc2cnncc2cc1OC
  -1.5% | -3.1%
CCCCC(C(=O)OCC(=O)c1ccc(OC)cc1)N1C(=O)c2ccccc2C1=O (stereo not given)
  -7.2% | -9.5%

Following part:
SMILES	p53null 39C tox	p53null 32C kill
Cc1ccc(CN2CCN(CC(=O)N=Nc3c(O)[nH]c4ccccc34)CC2)cc1	4.5%	-6.6%
CCCCn1c(CNC(=O)c2cccs2)nc2ccccc21	0.3%	-4.5%
Cc1nc2ccc(NC(=O)c3ccc(Cl)c([N+](=O)[O-])c3)cc2s1	-16.1%	0.1%
CC(C(=O)Nc1ccccc1C(=O)N1CCOCC1)N(c1ccccc1)S(C)(=O)=O (stereo not given)	26.7%	5.1%
CSc1nc2sc3c(c2c(=O)[nH]1)CCc1ccccc1-3	12.2%	-14.1%
Cc1nc(N)[nH]c(=O)c1CCC(=O)OCC(C)C	4.2%	-1.0%
COCCNc1c(-c2ccc(O)cc2)nc2ccc(Cl)cn12	-5.1%	-8.8%
CCS(=O)(=O)c1nc(S(=O)(=O)c2ccc(Cl)cc2)c(NCc2ccco2)s1	4.3%[1.84 µM]	7.1%
COc1cccc(-c2nnc(Nc3nc4c(F)cccc4s3)o2)c1	2.51µM*	?
N#Cc1nc(Cc2ccccc2)oc1NCc1ccccc1	-2.1%	5.3%
Cc1cc(NC(=O)c2cc(-c3ccco3)on2)n(-c2ccccc2)n1	3.6%	0.5%
Cn1c(SCC(=O)OC2CCCCC2)nnc1-c1ccco1	17.0%	-4.8%
CC(=O)NC1=NN(C(C)=O)C2(CCCCC2)S1	-6.9%	-2.3%
O=C(NCCN1CCOCC1)c1cccc(Cl)c1	-7.8%	-9.1%
CCOC(=O)c1c(NC(=O)CSc2n[nH]c(CNc3ccccc3)n2)sc(C)c1C	18.0%	18.1%
O=S(=O)(NCCc1cn2ccccc2n1)c1ccc(F)c(C(F)(F)F)c1	-1.8%	6.4%
Cc1ccc(Nc2nnc(SCC(=O)NCCN3C(=O)CSC3=O)s2)cc1	22.9%[1.84 µM]	?
C=CCN=c1scc(-c2ccc(F)cc2)n1/N=C/c1ccccn1	12.6%	-10.3%
CCC(C)N(C(=O)C(F)(F)F)C(C(=O)NC1CCCCC1)c1ccncc1 (stereo not given)	1.9%	-2.1%
Cc1cc(C)nc(SCc2nnc(SCC(=O)Nc3c(C)cccc3C)o2)n1	-11.7%	-1.3%
COc1ccc2nc(NC(=O)CSc3nnc(N)s3)sc2c1	-1.3%	-1.5%
